Arr AP2 block – inhibitors of beta-arrestin/AP2 binding, primary screen, biochemical, GPCR trafficking, flow cytometry. FITC-arrestin peptide / GST-AP2 beads; AP2 beta2 appendage carries R879A mutation. inhibition, % at 10 µM. 340,000 tested, 0.31% active;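 active means inhibition above a set limit, near 3 SD of compounds lacking own fluorescence, cut at about 54% in these data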;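 further: plate controls were DMSO wells for no effect and 5 µM unlabelled arrestin peptide for full effect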
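Assay system: GST-AP2 R879A bound to glutathione beads, E. coli-expressed; Medium: PBS with 0.05% Tween 20 and 0.1% BSA; Also added: fluorescein-tagged arrestin peptide at 50 nM final; Timing: 12 min plus 1 h, RT; Measured by: flow cytometry, FL1 (488/535 nm); Evaluation: percent drop in bead-associated FITC signal.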
SR-BI HDL uptake – inhibitors of SR-BI mediated HDL lipid uptake, primary screen, ldlA[mSR-BI] cells, fluorescence, single point. inhibition, % at 12.5 µM. ldlA[mSR-BI] CHO cells, DiI-HDL uptake fluorescence, 3 h. Scavenger receptor class B member 1 (Mus musculus), Q61009. AID 488896, 2010. 320,000 tested, 0.96% active;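 active means mean replicate inhibition of at least 70% and a set share of replicates each scoring 70 or more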;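 further: 0% = median of neutral control wells and 100% = median of positive control wells; values of inactives mirror those of a sister screen read the other way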
Mot1-301 SUMO – yeast Mot1-301 growth rescue at high temperature, primary screen, SUMOylation pathway inhibitor project, S. cerevisiae, ATP luminescence, 38.5C | S. cerevisiae Mot1-301 growth rescue; percent above DMSO median, 100 means doubled | growth rescue, % at 18.8 µM | 320,000 tested, 1% active;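 active means every valid replicate shows activation above 250% relative to neutral control wells; inactive means the rest, any valid replicate at or below 250%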;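 further: OY570 slx delta 5 strain wells were the positive control but not used for scaling; some compounds called inactive have numbers as strong as hits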
CDK5 p35 inh – inhibitors of human CDK5/p35 kinase, primary screen, biochemical, single concentration | Recombinant CDK5/p35, ADP-Glo luminescence, 60 min | inhibition, % at 10 µM | 330,000 tested, 0.01% active | AID 488839, 2010;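 active means highest replicate inhibition of at least 50% and at least 75% of replicates reaching 50%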;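 further: plate controls were DMSO neutral control for no effect and GW8510 at 10 µM for full effect; many of its hits are not listed in these tables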
Pemphigus Ab inh – inhibitors of pemphigus antibody binding to DSG3, primary screen, biochemical, bead-based, flow cytometry, scFv-GFP | binding (percent of control), % at 10 µM | DSG3-coupled beads, scFv-anti-DSG3-GFP binding; stronger effect = lower value | 310,000 tested, 0.48% active | AID 588358, 2011;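 active means binding more than 3 SD below its plate's average and above zero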;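 further: hits lower antibody fragment binding to DSG3; some compounds called inactive have numbers as strong as hits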
Target sequence (P32926 whole entry, looked up, the tested form may be a part): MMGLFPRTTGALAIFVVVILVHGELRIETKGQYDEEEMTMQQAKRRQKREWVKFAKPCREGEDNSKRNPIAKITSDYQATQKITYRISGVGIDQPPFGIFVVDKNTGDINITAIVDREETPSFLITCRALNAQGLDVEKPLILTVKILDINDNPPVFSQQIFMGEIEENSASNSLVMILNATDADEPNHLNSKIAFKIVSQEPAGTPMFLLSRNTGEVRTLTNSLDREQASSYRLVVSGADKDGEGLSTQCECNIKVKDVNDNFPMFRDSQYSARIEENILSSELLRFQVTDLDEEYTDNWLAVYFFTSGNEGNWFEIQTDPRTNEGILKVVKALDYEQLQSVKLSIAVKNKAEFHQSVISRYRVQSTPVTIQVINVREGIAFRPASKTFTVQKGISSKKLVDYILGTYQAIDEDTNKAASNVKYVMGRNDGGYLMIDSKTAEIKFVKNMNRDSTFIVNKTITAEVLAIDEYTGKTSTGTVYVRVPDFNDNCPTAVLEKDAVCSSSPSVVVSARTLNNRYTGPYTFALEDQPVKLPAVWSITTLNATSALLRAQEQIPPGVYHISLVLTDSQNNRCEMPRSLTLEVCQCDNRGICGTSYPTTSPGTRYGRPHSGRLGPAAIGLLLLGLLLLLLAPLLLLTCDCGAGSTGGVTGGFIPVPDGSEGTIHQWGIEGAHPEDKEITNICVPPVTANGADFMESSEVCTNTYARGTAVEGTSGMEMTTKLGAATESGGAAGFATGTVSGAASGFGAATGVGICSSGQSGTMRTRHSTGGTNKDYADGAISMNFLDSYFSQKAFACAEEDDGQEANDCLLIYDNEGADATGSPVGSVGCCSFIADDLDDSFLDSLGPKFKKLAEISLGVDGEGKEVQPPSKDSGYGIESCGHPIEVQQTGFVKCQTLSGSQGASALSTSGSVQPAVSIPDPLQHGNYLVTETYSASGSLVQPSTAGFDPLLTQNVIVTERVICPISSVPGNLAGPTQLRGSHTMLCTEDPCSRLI
MITF TRPM1 HTS – activators of MITF-driven TRPM1 promoter reporter, primary screen, cell-based, SK-MEL-5, luciferase, single point. SK-MEL-5 TRPM1-promoter luciferase, 24 h; % of positive control, neutral wells = 0. activation, % at 12.5 µM. 300,000 tested, 0.75% active;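 active means mean activation of at least 80% with every replicate also reaching 80%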;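 further: 0% = neutral control wells and 100% = parthenolide positive control wells; values of inactives mirror those of a sister screen read the other way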
SR-BI DiI-HDL act – activators of SR-BI mediated DiI-HDL uptake, primary screen, ldlA[mSR-BI] CHO cells, DiI fluorescence | 320,000 tested, 0.096% active | 3 h; 100 = double the neutral-control signal | activation, % at 12.5 µM;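 active means mean replicate activation of at least 60% and every replicate at or above 60%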;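 further: 0% = median plate neutral-control signal and 100% = twice that signal; values of inactives mirror those of a sister screen read the other way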
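Test system: SR-BI-overexpressing, LDLR-lacking CHO cells. Measured by: DiI fluorescence, bottom read. Medium: Ham's F12 with 0.5% BSA, HEPES 25 mM, pH 7.4. Timing: 3 h uptake period with compound, 37 °C.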
PKA-R2B activ – activators of PKA-R2B holoenzyme, primary screen, biochemical, fluorescence polarization, Cy5-IP20, human | cAMP-dependent protein kinase catalytic subunit beta (Homo sapiens) + cAMP-dependent … | PKA-R2B holoenzyme dissociation; R2B truncated from residue 108, S112A mutant; 0% DMSO only, 100% 113 µM cGMP | activation, % at 11.4 µM | 340,000 tested, 0.079% active | AID 504700, 2011;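 active means activation above a cutoff set at the mean over all compounds plus 3 SD, cut at about 18% in these data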;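 further: higher means more holoenzyme dissociation and a rise in polarization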
PKA-R1A act – activators of PKA-R1A holoenzyme, primary screen, biochemical, fluorescence polarization, Cy5-IP20, bovine R1A, mouse PKAc; PKA-R1A dissociation; scaled: DMSO 0%, 113 µM cGMP 100%; activation, % at 11.4 µM; 340,000 tested, 0.083% active;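 active means percent activation above the mean of all tested compounds plus 3 SD, cut at about 19% in these data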;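 further: higher means more PKAc released from R1A so a rise in polarization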
dFosB act – activators of delta FosB homodimer, primary screen, biochemical, fluorescence polarization, TAMRA-CDK5 oligo, single point; purified delta FosB; percent of positive-control signal above neutral wells; activation, % at 25 µM; 340,000 tested, 0.99% active; AID 493131, 2011;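 active means mean activation above about 17%, with every replicate also reaching it, limit read from the data, passing the limit was not always enough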;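 further: fluorescence polarization rise as delta FosB binds a TAMRA Cdk5 AP-1 oligo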
NSD2 inh – NSD2 histone methyltransferase inhibitors, primary screen, biochemical, AlphaScreen, single concentration, set 2; NSD2 peptide methylation, 120 min; 310,000 tested, 0.54% active; inhibition, % at 12.5 µM; AID 743445, 2014; in the data active means inhibition above about 50%
An asterisk follows results filed as active; x = no result given.

SMILES | Arr AP2 block | SR-BI HDL uptake | Mot1-301 SUMO | CDK5 p35 inh | Pemphigus Ab inh | MITF TRPM1 HTS | SR-BI DiI-HDL act | PKA-R2B activ | PKA-R1A act | dFosB act | NSD2 inh
CC1C(=O)N2CCCc3cc(NC(=O)C(=O)NCc4ccccn4)cc1c32 (configuration not stated) | -6 | -26 | 3 | -1.5 | 100 | 5 | 26 | -8 | 3 | -1 | 1
CCOC(=O)c1c(S(=O)(=O)NCc2ccco2)c(C)n(C)c1C | -2 | -5 | -24 | -0.2 | x | 6 | 5 | -9 | -5 | -5 | 2
Cc1cccc2sc(NC(=O)CSc3nnnn3C)nc12 | 23 | -11 | 0 | 0.7 | 107 | -3 | 11 | 2 | 11 | -13 | -1
O=C(O)C1CCCCC1C(=O)NCCc1ccncc1 (configuration not stated) | -2 | 13 | -17 | -0.7 | 101 | x | -13 | -10 | -2 | 0 | -1
N#C/C(=C\c1cn(CCOc2ccccc2)c2ccccc12)C(=O)NCc1ccco1 | 5 | 32 | 3 | -0.8 | x | x | -33 | -6 | 0 | 1 | -3
Cc1ccc(OCC(O)CN2CCCC2)cc1 (configuration not stated) | 0 | -16 | -2 | -2.7 | 100 | -2 | 16 | 0 | 0 | -4 | -5
O=[N+]([O-])c1nn(-c2ccccc2)[n+]([O-])c1N1CCN(c2ccccc2F)CC1 | -5 | 8 | 4 | -0.2 | 88 | -5 | -8 | -1 | -1 | -11 | 1
Cc1nc2sc(C(c3ccco3)N3CCOCC3)c(O)n2n1 (configuration not stated) | 5 | -19 | 853* | -6.1 | 104 | 2 | 19 | -5 | 0 | -9 | -2
COC(=O)C(O)(CC(=O)Nc1cc(OC)c(OC)c(OC)c1)C(F)(F)F (configuration not stated) | 4 | -23 | 3 | -1.0 | x | -1 | 23 | -6 | -16 | -3 | -2
O=C(COC(=O)c1cccc(F)c1)NC(=O)NCc1ccccc1 | -3 | -2 | 6 | -0.3 | 97 | 14 | 2 | 8 | -6 | -8 | -2
COc1cccc(/C=C2/C(=O)NN(c3ccc(C)c(C)c3)C2=O)c1 | -2 | -14 | 7 | -3.6 | 122 | x | 14 | -11 | -5 | -2 | 5
CCc1ccc(-c2cc(C)no2)cc1S(=O)(=O)Nc1ccc(Cl)cn1 | 23 | -16 | 15 | -0.3 | 93 | 2 | 16 | -5 | -11 | -12 | 5
Cc1cc(C)c(-n2nnnc2SC(C)C)c(C)c1 | 1 | -9 | -11 | -0.5 | 98 | -4 | 9 | -4 | -2 | -2 | 2
COc1cccc(NC(=O)CN(C)C(=O)c2cc(-c3cccc(Br)c3)nc3ccccc23)c1 | 2 | 25 | 20 | 0.2 | 97 | -17 | -25 | 8 | -3 | -4 | 0
CNc1c(NS(=O)(=O)c2cc(NC(C)=O)ccc2C)c(=O)oc2ccccc12 | -9 | 6 | 86 | -0.2 | x | -6 | -6 | 2 | -12 | -6 | 0
c1ccc(-c2nc(N3CCOCC3)sc2-c2ccccc2)cc1 | 15 | x | 12 | 0.0 | 130 | 0 | x | -3 | -2 | 5 | 0
CCC1Oc2ccc(C)cc2N(CC(=O)NC2CCCCC2)C1=O (configuration not stated) | 19 | 89* | 106 | -0.2 | x | 5 | -89 | 3 | 6 | -4 | 3
CCc1nnc(NC(=O)c2ccc(-c3ccc(Cl)cc3)o2)s1 | -12 | -10 | -1 | -2.5 | 110 | 17 | 10 | -5 | -10 | 4 | -2
CCN(CC)S(=O)(=O)c1cccc(-c2n[nH]c(=S)n2/N=C/c2ccc(Br)cc2)c1 | 4 | 7 | 2 | 4.1 | 103 | 0 | -7 | 2 | -4 | -3 | 3
O=C(NC1CCCCCC1)c1cc(S(=O)(=O)N2CCCCC2)ccc1N1CCOCC1 | 7 | 12 | -14 | -2.4 | 103 | 4 | -12 | -5 | 2 | -7 | -1
COc1ccc(C(=O)O)cc1S(=O)(=O)N1CCN(c2ccccn2)CC1 | -3 | -7 | -25 | -0.3 | 91 | -10 | 7 | -5 | -8 | -7 | -2
CC(=O)c1cccc(NC(=O)C(C)OC(=O)Cc2n[nH]c(=O)c3ccccc23)c1 (configuration not stated) | -5 | 27 | 1 | 0.6 | x | -7 | -27 | -7 | 8 | 2 | 0
CC1CCOC2(O1)C(=O)Nc1ccccc12 (configuration not stated) | 3 | -17 | -4 | -2.6 | 98 | -5 | 17 | 0 | -3 | -2 | x
COc1ccc(N=C2SC(CC(=O)Nc3ccccc3)C(=O)N2CC2CCCO2)cc1 (configuration not stated) | -5 | 38 | 3 | 0.6 | 101 | 3 | -38 | 6 | -8 | 2 | -3
O=C(C#Cc1ccccc1)Nc1ccccc1F | 45 | -4 | -13 | 0.8 | 96 | 2 | 4 | -5 | 3 | 3 | -1
CCS(=O)(=O)NCc1ccc2c(c1)cc(C)n2C | 5 | -1 | -12 | 0.4 | 96 | -2 | 1 | 2 | -2 | -5 | x
CCCC(=O)Nc1nnc(S(=O)(=O)N2CCCCCC2)s1 | 3 | -18 | 2 | 1.1 | 99 | 4 | 18 | 2 | -15 | 6 | x
COc1ccc(C2CC(=O)C(C=NCCCO)=C(O)C2)cc1 (configuration not stated) | -8 | -18 | 172 | -1.0 | 115 | -2 | 18 | -2 | -7 | -3 | -3
CC(=O)Cn1cnc2c(sc3nc(C)cc(C)c32)c1=O | 0 | -11 | -17 | -9.7 | x | x | 11 | 5 | -4 | -14 | -2
CSCCC(NC(=O)c1ccco1)C(=O)O (configuration not stated) | -4 | -10 | -13 | 0.8 | 99 | 2 | 10 | -4 | 7 | 4 | -1
CC(C)N(C(=O)COC(=O)CNC(=O)c1ccc(Br)cc1)c1ccccc1 | 3 | 4 | -1 | -2.4 | 102 | -7 | -4 | -13 | -1 | -6 | -2
Cn1c(C(=O)Nc2ccc3c(c2)OCCO3)cc2c(=O)n(C)c3ccccc3c21 | 4 | 36 | 34 | -0.2 | 105 | 6 | -36 | -3 | -9 | -6 | x
COCCCn1c(C(=O)N2CCOCC2)cc2c(=O)n3cccc(C)c3nc21 | 6 | -10 | -17 | -0.7 | 111 | 2 | 10 | 4 | 15 | -1 | -2
Cc1ccc(NC(=O)CN2CCCCCC2)c(Br)c1 | -4 | 6 | x | -0.4 | 98 | 64 | -6 | 9 | 11 | -5 | 15
CCOC(=O)c1c(NC(=O)Cn2nnc(-c3ccc(Cl)cc3)n2)sc(C)c1C | 12 | -21 | -14 | 0.1 | 98 | -6 | 21 | 3 | 5 | -9 | 34
CCCCNC(=O)N1CCN(C(=O)C2CCCO2)CC1 (configuration not stated) | -6 | -12 | -4 | -6.0 | 94 | 1 | 12 | 4 | -11 | 1 | -4
CCOC(=O)c1ccc(Nc2sc(C(=O)c3cccc([N+](=O)[O-])c3)c(N)c2C#N)cc1 | -8 | 11 | -3 | -0.1 | 81 | -15 | -11 | -5 | -1 | 8 | -1
COc1ccc(CC(=O)Nc2nc(C)cs2)cc1OC | 4 | 4 | 72 | -0.6 | 100 | -6 | -4 | 6 | -4 | -1 | -3
Cc1cc(C)c(NC(=O)C2=CCN(S(=O)(=O)c3ccc(F)cc3)CC2)c(C)c1 | -2 | 11 | 3 | -0.2 | 105 | -6 | -11 | 7 | 5 | -6 | x
Cc1nc(SC2CC(=O)N(c3cc(Cl)cc(Cl)c3)C2=O)nc2c1CCCC2 (configuration not stated) | -1 | 12 | -24 | -2.7 | x | -15 | -12 | -12 | -3 | -3 | 6
NC1=NC[C@H](Cc2ccccc2)N1CCc1cc(C(F)(F)F)cc(C(F)(F)F)c1 | x | -2 | 261 | 2.2 | 104 | 0 | 2 | 5 | 10 | -9 | x
CCCCn1nc(C(=O)NC2CCCCCC2)c2ccccc2c1=O | 6 | 13 | -5 | -1.3 | 95 | -15 | -13 | 15 | 1 | -21 | -4
CCCCc1nccn1CCn1ccnc1CCCC | 12 | -24 | 1 | -3.6 | 98 | x | 24 | 1 | 5 | 1 | 8
CCc1ccc(C(O)(c2ccccc2OC)C(CN2CCOCC2)c2ccccc2)cc1 (configuration not stated) | 6 | -39 | x | -1.7 | 108 | 0 | 39 | -8 | 0 | -10 | 2
Cc1ccc(-c2cc3onc(-c4ccccc4)c3c(=O)n2C)cc1 | 3 | 0 | 2 | -0.1 | 97 | -96 | 0 | 5 | 9 | 8 | x
CCOc1ccc(/C=N/NC(=O)C(=O)NCc2ccco2)cc1 | 102* | 19 | -19 | x | 94 | 4 | -19 | -2 | -1 | -5 | 0

5 entries from above, set out differently:
Every second line gives: Arr AP2 block	SR-BI HDL uptake	Mot1-301 SUMO	CDK5 p35 inh	Pemphigus Ab inh	MITF TRPM1 HTS	SR-BI DiI-HDL act	PKA-R2B activ	PKA-R1A act	dFosB act	NSD2 inh
- COc1ccc(CC(=O)Nc2nc(C)cs2)cc1OC
→ 4	4	72	-0.6	100	-6	-4	6	-4	-1	-3
- Cc1cc(C)c(NC(=O)C2=CCN(S(=O)(=O)c3ccc(F)cc3)CC2)c(C)c1
→ -2	11	3	-0.2	105	-6	-11	7	5	-6	x
- Cc1nc(SC2CC(=O)N(c3cc(Cl)cc(Cl)c3)C2=O)nc2c1CCCC2 (configuration not stated)
→ -1	12	-24	-2.7	x	-15	-12	-12	-3	-3	6
- NC1=NC[C@H](Cc2ccccc2)N1CCc1cc(C(F)(F)F)cc(C(F)(F)F)c1
→ x	-2	261	2.2	104	0	2	5	10	-9	x
- CCCCn1nc(C(=O)NC2CCCCCC2)c2ccccc2c1=O
→ 6	13	-5	-1.3	95	-15	-13	15	1	-21	-4

Assay outcomes (PubChem)
